Compound activity from PubChem BioAssay.
Pf growth 48h = inhibits P. falciparum growth in the first generation, 48 h | P. falciparum luciferase growth in erythrocytes, 48 h | Potency, µM (highest dose often 28.7 µM), for inactives: at the highest dose activity change, negative = inhibition, usual class: inhibitors | 5.9% of 310,000 active; further: potency means the concentration at half of the fitted maximal effect; on the % scale 0 is the no-effect control and ±100 the full control effect
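In quantitative HTS format, infected erythrocytes bearing luciferase-reporter parasites were treated for a single generation at 37 C. Luminescence after adding detection reagent served as the growth measure.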
Giardia FBPA inh = blocks Giardia fructose-bisphosphate aldolase activity. A8B2U2. purified Giardia FBPA. Potency, µM (doses to about 59.6 µM), inactives show at the top dose activity, negative = inhibition, usual class: inhibitors. 0.71% of 290,000 active. AID 2451; further: potency means the concentration at half of the fitted maximal effect; on the % scale 0 is the no-effect control and ±100 the full control effect; nearly all actives have a fitted effect of over 55% in size
Target sequence (A8B2U2 whole entry, looked up): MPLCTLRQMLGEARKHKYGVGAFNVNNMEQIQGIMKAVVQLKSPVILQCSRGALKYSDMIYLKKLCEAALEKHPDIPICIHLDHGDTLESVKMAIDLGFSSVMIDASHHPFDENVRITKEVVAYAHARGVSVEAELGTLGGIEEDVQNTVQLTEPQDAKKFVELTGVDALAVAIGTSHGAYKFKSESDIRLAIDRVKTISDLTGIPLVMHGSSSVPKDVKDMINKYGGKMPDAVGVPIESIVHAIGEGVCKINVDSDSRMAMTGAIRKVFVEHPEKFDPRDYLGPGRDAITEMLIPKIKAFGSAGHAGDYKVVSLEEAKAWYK
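Giardia FBPA (40 nM reagent) was preincubated 10 min at RT with compound (up to 57.5 uM final), then substrate plus GAPDH/TPI/NAD/arsenate coupling system with diaphorase/resazurin was added; resorufin fluorescence (525/598 nm) was read after 20 min.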
Shiga toxin inh = inhibitors of Shiga toxin in Vero cells. Vero cells, Shiga toxin protein synthesis inhibition reporter. inhibition, % at 38.7 µM. 9.2% of 290,000 active. AID 2315; in the data active means inhibition mostly above about 28%, no sharp cut-off; inactive means mostly below about 43%; further: 0% is about no effect
HCV inhibitor = HCV inhibition | Potency, µM (doses to about 41.8 µM), inactives show at the top dose activity change, negative = inhibition, usual class: inhibitors | AID 651820 | 3.4% of 340,000 active | Huh7.5.1 HCVcc-Cre infection, luciferase reporter, 44 h; further: potency means the concentration at half of the fitted maximal effect; on the % scale 0 is the no-effect control and ±100 the full control effect
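Reporter virus HCVcc-Cre (~0.5 moi) infects cells exposed to compound; seeding density 1,000 cells/well with 4 h settling beforehand. Luminescence, 15 sec read, taken 44 h post-infection following a 15 min RT substrate incubation.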
Pf growth 96h = inhibits malaria parasite growth, 96 h | Potency, µM (doses to about 28.7 µM), for the others: top-dose activity change, negative = inhibition, most hits filed as inhibitors | AID 504834 | 6.9% of 320,000 active | P. falciparum luciferase reporter growth, 96 h; further: potency means the concentration at half of the fitted maximal effect; on the % scale 0 is the no-effect control and ±100 the full control effect
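Infected RBCs, 2% Hct / 0.05% parasitemia final; luciferase-reporter P. falciparum; cpd 96 h, 37 C, 5% CO2; luciferase detection reagent; luminescence.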
Cycloheximide cs = counter-screen hit for Shiga toxin inhibitors, cycloheximide; cell reporter, cycloheximide protein synthesis inhibition counterscreen; max response, %; 12% of 300,000 active; AID 2314; in the data active means max response mostly above about 13%, no sharp cut-off; inactive means mostly below about 14%; further: read at 38.3 µM for the half of the compounds with a filed dose; 0% is about no effect
An asterisk follows results filed as active; ? = inconclusive; / = not tested or not shown; & = joins results of further samples; [ ] = remark or other dose. Unless noted, the call rests on the fitted dose curve; in most records, active means well fitted curve in the direction sought with a large enough effect; inconclusive means small, poorly fitted or top-dose-only effect, or another doubt; inactive means no such curve, though single readings can be large; an effect the other way counts as inactive or inconclusive.

SMILES	Pf growth 48h	Giardia FBPA inh	Shiga toxin inh	HCV inhibitor	Pf growth 96h	Cycloheximide cs
O=C(Nc1ccc(Cl)cc1)C1CC2CCCC(C1)C2=O (configuration not stated)	-10%	-6%	-6	-8%	-20%	-2
O=c1[nH]c(N2CCN(Cc3ccccc3)CC2)nc2c1CCC2	14%	-2%	-9	13%	0%	1
COc1ccc(NC(=O)CSc2ccc(-c3sc(C)nc3C)nn2)cc1OC	?	/	-9	?	13µM*	19
O=C1c2ccccc2C(=O)N1CC(O)COc1ccccc1Cl (configuration not stated)	39%[activator]	-8%	91*	11%	0%	45*
CCOC(=O)O[C@]1(C(=O)COC(=O)CC)CC[C@H]2[C@@H]3CCC4=CC(=O)C=C[C@]4(C)[C@H]3[C@@H](O)C[C@@]21C	?	/	/	10%	0%	/
COc1ccc(C)cc1NC(=O)C1C2C=CC(C2)C1C(=O)O (configuration not stated)	10%	-8%	22	6%	20%	-2
Cc1c2cnn(CC(=O)NCc3ccccn3)c(=O)c2c(C)n1Cc1ccccc1	?	0%	5	-7%	?	-4
COc1ccc(CC(=O)N(Cc2ccccc2)c2ccc(C)cc2)cc1OC	0%	/	-10	-12%	?	-3
CNC(=O)c1cc2cccc(OC)c2oc1=O	-3%	0%	-5	19%	-2%	0
O=C(CN1CCOC1=O)N1CCCC(N2CCN(c3cccc(C(F)(F)F)c3)CC2)C1 (configuration not stated)	3%	/	-6	33%[activator]	-23%	7
Cn1cc(/C=C(\NC(=O)c2ccccc2Cl)C(=O)NCCCn2ccnc2)c2ccccc21	?	/	23	13%	?	-3
CC(C)[C@H](NC(=O)N1CC(=O)Nc2ccccc21)C(=O)N1CCC[C@H]1C(=O)O	55%	6%	-12	35%[activator]	-27%	-2
C=CCC1(NCc2ccco2)CCN(CC)CC1	-3%	?	-3	-1%	?	-2
c1ccc(-c2nc(-c3ccco3)cs2)nc1	105%[activator]	0%	107*	-12%	78%[activator]	30*
Cc1ccc(S(=O)(=O)N/N=C/c2ccc(O)cc2O)cc1[N+](=O)[O-]	19%	16%	58*	7%	7%	18*
CCN1CCN(CCCN(Cc2ccco2)C(=S)Nc2ccc(C)c(Cl)c2)CC1	?	0%	-6	8.9µM*	12%	-3
O=C1CC(c2ccccc2)CC(O)=C1C=Nc1ccccc1 (configuration not stated)	-16%	-2%	92*	23%	24%	30*
Cc1cccc(CCNC(=O)CNS(=O)(=O)c2ccc3nc(C)sc3c2)c1	-14%	/	-5	-5%	?	-4
N#CCSc1nnc(C2CCCCC2)n1Cc1ccccc1	-15%	-1%	-4	3%	3.3µM*	-2
COC(=O)CC1C(=O)NCCN1C(=S)Nc1cccc(C)c1 (configuration not stated)	0%	0%	-10	11%	13%	-4
NC(=O)[C@@H]1CC2(CC(c3cccc(NC(=O)COc4ccc(Cl)cc4)c3)=NO2)CN1C(=O)c1ccccc1 (some centres not stated)	10µM*	-8%	-8	?	13µM*	-5
CSc1nc2ccccc2n1CC(=O)Nc1ccccc1	1%	4%	21	-3%	115%[activator]	-3
Cc1ccc(-n2nc(-c3ccco3)cc2C(=O)O)cc1	30%	10%	-6	-1%	68%[activator]	8
COCCn1c(=N)c(C(=O)NCCc2ccc(OC)cc2)cc2c(=O)n3cccc(C)c3nc21	2.1µM*	3%	-10	13%	2.9µM*	-12
O=C1CC(C(=O)N2CCCc3ccccc32)CN1c1ccc(F)cc1 (configuration not stated)	7%	-3%	75*	0%	?	25*

Next part; it opens with the 5 that closed the last part.
SMILES	Pf growth 48h	Giardia FBPA inh	Shiga toxin inh	HCV inhibitor	Pf growth 96h	Cycloheximide cs
NC(=O)[C@@H]1CC2(CC(c3cccc(NC(=O)COc4ccc(Cl)cc4)c3)=NO2)CN1C(=O)c1ccccc1 (some centres not stated)	10µM*	-8%	-8	?	13µM*	-5
CSc1nc2ccccc2n1CC(=O)Nc1ccccc1	1%	4%	21	-3%	115%[activator]	-3
Cc1ccc(-n2nc(-c3ccco3)cc2C(=O)O)cc1	30%	10%	-6	-1%	68%[activator]	8
COCCn1c(=N)c(C(=O)NCCc2ccc(OC)cc2)cc2c(=O)n3cccc(C)c3nc21	2.1µM*	3%	-10	13%	2.9µM*	-12
O=C1CC(C(=O)N2CCCc3ccccc32)CN1c1ccc(F)cc1 (configuration not stated)	7%	-3%	75*	0%	?	25*
O=C(Nc1ccc(Br)cc1)c1ccc2ncsc2c1	198%[activator]	5%	89*	?	244%[activator]	50*
COc1ccc(OC)c(-c2csc(NC(=O)C3CSC4(C)CCC(=O)N34)n2)c1 (configuration not stated)	?	/	/	3.2µM*	?	/
COCCNC(=S)N/N=C(\C)c1ccc(OC(F)F)cc1	?	-19%	-6	-19%	?	-2
OCC[C@H]1C[C@@H](O)[C@H](O)[C@@]2(OCCc3ccccc32)O1	10%	/	/	?	?	/
Cc1c(/C(Cc2ccccc2)=N/O)c2ccccc2n1C	?	-25%	-9	0%	10µM*	-3
CCCSc1nc(N2CCOCC2)c2c(c1C#N)CCCC2	-26%	6%	-7	11µM*	3%	-4
O=C(CCCc1ccccc1)Nc1ccnn1C1CCN(Cc2ccccc2F)CC1	-5%	/	-27	-13%	-12%	1
CC(C)c1cccc(OCC(=O)Nc2ccc(S(=O)(=O)Nc3ccccn3)cc2)c1	-16%	0%	-15	?	?	-4
COc1cccc(-c2csc(/C(C#N)=C/Nc3cc4oc5ccccc5c4cc3OC)n2)c1	11%	-3%	2	19%	-6%	4
CCCNC(=O)C1=C(C)C(=O)OC12CCC(C)CC2 (configuration not stated)	-1%	3%	-12	13%	7%	-4
CCNc1nc(Cl)nc(NC(C)C)n1	7%	1%&0%	-1	7%&-1%	5%	-3
COCCCNC(=O)c1c(N)n(/N=C/c2cccnc2)c2nc3ccccc3nc12	?	0%	33	-20%&-12%	63%[activator][5.75 µM]	-1
COC(=O)c1ccccc1NC(=O)N1CCN(c2ccc(F)cc2)CC1	-9%	-3%	-20	-28%	4.1µM*	1
COc1cc(-c2nnc(SC(C)C(=O)Nc3c(C)n(C)n(-c4ccccc4)c3=O)o2)cc(OC)c1OC (configuration not stated)	8%	-2%	-16	1%	/	2
CC1(OC(=O)C2CCCC2)C(=O)C=C2C=C(c3ccsc3)N(c3ccccc3)C=C2C1=O (configuration not stated)	?	?	-7	-28%	?	-1
COC(=O)C1=C(C(=O)OC)[C@@H]2N(Cc3ccccc3)c3ccccc3[C@@]23C[C@@H](C(=O)OC)N(C(=O)CC(C)C)C3=N1	4.1µM*	0%[12.9 µM]	18	?	4.7µM*	10
O=C(COC(=O)c1nc(Cl)ccc1Cl)c1ccccc1Cl	-4%	/	/	-4%	39%[activator]	/
CCCCOc1ccc(C2C(C(=O)c3ccc(C)o3)=C(O)C(=O)N2Cc2ccco2)cc1 (configuration not stated)	-1%	/	-9	/	?	-1
Cc1ccc(OCc2cc(C(=O)NCc3cc(F)ccc3C)no2)cn1	-23%	0%	28*	?	37%[activator]	22*
CC[C@H](C)[C@H](NC(=O)CNC(=O)[C@H](CCCNC(=N)N)NC(=O)[C@H](CO)NC(=O)[C@H](C)NC(=O)[C@H](Cc1ccc(O)cc1)NC(=O)[C@H](Cc1c[nH]c2ccccc12)NC(=O)[C@H](C)NC(=O)[C@@H]1CCCN1C(=O)[C@H](CC(N)=O)NC(=O)[C@@H](NC(=O)[C@H](CC(=O)O)NC(=O)[C@@H]1CCCN1C(=O)[C@@H](NC(=O)[C@H](CCCNC(=N)N)NC(=O)[C@@H](NC(=O)[C@H](CCC(=O)O)NC(=O)[C@H](CCSC)NC(=O)[C@H](CO)NC(=O)[C@H](Cc1cnc[nH]1)NC(=O)[C@H](CCCNC(=N)N)NC(=O)[C@H](Cc1cnc[nH]1)NC(=O)[C@@H](NC(=O)[C@H](CCCNC(=N)N)NC(=O)[C@@H](N)CO)[C@@H](C)O)[C@@H](C)CC)[C@@H](C)O)[C@@H](C)CC)C(=O)N[C@@H](CCCNC(=N)N)C(=O)N1CCC[C@H]1C(=O)N[C@H](C(=O)NCC(=O)N[C@@H](CCCNC(=N)N)C(=O)N[C@@H](Cc1ccccc1)C(N)=O)C(C)C	/	3%	-2	/	/	-9
COc1ccc(N2CCN(C3CCCN(S(=O)(=O)c4ccc(C)cc4C)C3)CC2)cc1 (configuration not stated)	?	/	-1	8.9µM*	?	-10
O=C(c1n[nH]c2ccccc12)N1CCN(c2ccc(F)cc2)CC1	?	-1%	33	13%	?	11
COc1ccc(OC)c(S(=O)(=O)N/N=C\c2cn(CC(N)=O)c3ccccc23)c1	6%	/	-36	-5%	3%	2
CCc1nc2ccccc2c(C(=O)OCC(=O)N2CC(C)OC(C)C2)c1C (configuration not stated)	-7%	/	/	?	?	/
Cc1nc2cc(NC(=O)NCc3ccc4c(c3)OCO4)ccc2o1	-10%	0%	2	-6%	/	-1
Clc1ccc(Oc2nc(Oc3ccc(Cl)cc3)nc(N3CCOCC3)n2)cc1	?	-8%	-13	?	/	-5
Cc1noc(C(=O)NCc2ccc(F)cc2)c1Cl	/	3%	23	13%	197%[activator]	-4
Fc1cc(F)c(F)c(SCn2cc(Br)cn2)c1F	-2%	/	/	2%	-2%	/
COc1ccc(C)cc1NC(=O)COC(=O)CCC(=O)c1cccs1	?	/	/	-2%	-24%	/
CC1(C)Oc2ccc3ccc(=O)oc3c2/C(=C/NCCO)C1=O	78%[activator]	-22%	8	-1%	58%[activator]	-1

Among those listed so far, 4 have a COOH group:
SMILES	Pf growth 48h	Giardia FBPA inh	Shiga toxin inh	HCV inhibitor	Pf growth 96h	Cycloheximide cs
COc1ccc(C)cc1NC(=O)C1C2C=CC(C2)C1C(=O)O (configuration not stated)	10%	-8%	22	6%	20%	-2
CC(C)[C@H](NC(=O)N1CC(=O)Nc2ccccc21)C(=O)N1CCC[C@H]1C(=O)O	55%	6%	-12	35%[activator]	-27%	-2
Cc1ccc(-n2nc(-c3ccco3)cc2C(=O)O)cc1	30%	10%	-6	-1%	68%[activator]	8
CC[C@H](C)[C@H](NC(=O)CNC(=O)[C@H](CCCNC(=N)N)NC(=O)[C@H](CO)NC(=O)[C@H](C)NC(=O)[C@H](Cc1ccc(O)cc1)NC(=O)[C@H](Cc1c[nH]c2ccccc12)NC(=O)[C@H](C)NC(=O)[C@@H]1CCCN1C(=O)[C@H](CC(N)=O)NC(=O)[C@@H](NC(=O)[C@H](CC(=O)O)NC(=O)[C@@H]1CCCN1C(=O)[C@@H](NC(=O)[C@H](CCCNC(=N)N)NC(=O)[C@@H](NC(=O)[C@H](CCC(=O)O)NC(=O)[C@H](CCSC)NC(=O)[C@H](CO)NC(=O)[C@H](Cc1cnc[nH]1)NC(=O)[C@H](CCCNC(=N)N)NC(=O)[C@H](Cc1cnc[nH]1)NC(=O)[C@@H](NC(=O)[C@H](CCCNC(=N)N)NC(=O)[C@@H](N)CO)[C@@H](C)O)[C@@H](C)CC)[C@@H](C)O)[C@@H](C)CC)C(=O)N[C@@H](CCCNC(=N)N)C(=O)N1CCC[C@H]1C(=O)N[C@H](C(=O)NCC(=O)N[C@@H](CCCNC(=N)N)C(=O)N[C@@H](Cc1ccccc1)C(N)=O)C(C)C	/	3%	-2	/	/	-9

A few values from the results shown.
Result of Cc1noc(C(=O)NCc2ccc(F)cc2)c1Cl in Shiga toxin inh: 23
Result of CCNc1nc(Cl)nc(NC(C)C)n1 in Pf growth 96h: 5%
Result of CC(C)c1cccc(OCC(=O)Nc2ccc(S(=O)(=O)Nc3ccccn3)cc2)c1 in Shiga toxin inh: -15
Result of COCCCNC(=O)c1c(N)n(/N=C/c2cccnc2)c2nc3ccccc3nc12 in HCV inhibitor: -20%&-12%
Result of CCc1nc2ccccc2c(C(=O)OCC(=O)N2CC(C)OC(C)C2)c1C (configuration not stated) in Pf growth 48h: -7%
Result of O=C(COC(=O)c1nc(Cl)ccc1Cl)c1ccccc1Cl in HCV inhibitor: -4%
